Assay outcomes: PubChem BioAssay, National Center for Advancing Translational Sciences (NCATS)
Tau fluor cs – counter-screen for tau fibril formation inhibitors; 0.93% of 280,000 active; Potency, µM (top dose mostly 57.7 µM), for inactives: top-dose activity change, negative = decrease; tau K18 P301L (four-repeat tau fragment) Alexa594 fluorescence, heparin fibrillization; further: potency means the concentration at half of the fitted maximal effect; on the % scale 0 is the no-effect control and ±100 the full control effect; nearly all actives have a fitted effect of over 55% in size
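Human K18 P301L tau (15 uM unlabeled plus 0.24 uM Alexa 594-labeled, final) in 100 mM sodium acetate pH 7 was mixed with compound and 20 uM heparin and incubated 6 hr at 37 C.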
TRb SRC2 PPI – disrupts binding of human TR beta to SRC2. P10828. TRbeta-SRC2 peptide binding, fluorescence polarization; receptor liganded with 1 µM T3. Potency, µM (top dose mostly 106 µM), inactives show at the highest dose activity change, negative = inhibition, actives largely listed as inhibitors. 0.065% of 280,000 active;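 further: potency means the concentration at half of the fitted maximal effect; plate controls were bound peptide for no effect and peptide without receptor for full effect; nearly all actives have a fitted effect of over 50% in size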
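Human TRb LBD (0.6 uM) plus Texas Red-labeled SRC2 peptide (20 nM), 1uM T3, 5% DMSO, 5 hr at ambient temperature. Decreased polarization (555/632 nm) flags inhibition; data normalized to free and bound peptide controls.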
Epigenetic reg – derepresses silenced GFP reporter in murine cells; murine LDR cells, GFP reporter derepression, 30 h; Potency, µM (doses to about 53.9 µM), for the others: at the top dose GFP activation, hits mostly activators; 0.2% of 280,000 active; AID 1865; further: potency means the concentration at half of the fitted maximal effect; % of control where 0% means no effect; nearly all actives have a fitted effect of over 60% in size
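Reporter derepression read as number of fluorescent GFP-positive objects, 20-120 um in size, counted by laser-scanning cytometer. Mouse LDR line with an epigenetically silenced CMV-GFP locus; compound incubation 30 h, 37 C.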
NPSR antagonist – neuropeptide S receptor (human) antagonism, cAMP | CHO-NPSR cells, cAMP TR-FRET, antagonist mode | AID 1461 | 1% of 220,000 active | Potency, µM (top dose mostly 38.3 µM), without a hit: at the highest dose activity change, negative = inhibition, hits mostly inhibitors | Q6W5P4; further: potency means the concentration at half of the fitted maximal effect; on the % scale 0 is the no-effect control and ±100 the full control effect; nearly all actives have a fitted effect of over 50% in size; many of its hits are not listed in these tables
Target sequence (Q6W5P4 whole entry, looked up): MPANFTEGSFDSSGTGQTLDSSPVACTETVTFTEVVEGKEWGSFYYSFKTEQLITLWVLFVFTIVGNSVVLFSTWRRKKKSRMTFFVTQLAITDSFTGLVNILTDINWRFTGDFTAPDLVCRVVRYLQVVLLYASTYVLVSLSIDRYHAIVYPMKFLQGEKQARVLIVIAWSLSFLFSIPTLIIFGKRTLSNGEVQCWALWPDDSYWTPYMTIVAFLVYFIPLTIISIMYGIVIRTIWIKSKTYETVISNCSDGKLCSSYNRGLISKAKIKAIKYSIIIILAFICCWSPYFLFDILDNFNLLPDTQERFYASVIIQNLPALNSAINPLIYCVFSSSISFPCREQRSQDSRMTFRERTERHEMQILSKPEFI
GLA spleen mod – inhibits or activates alpha-galactosidase in human spleen homogenate. human spleen homogenate, 4MU-alpha-Gal fluorescence, 40 min. P06280. 0.008% of 240,000 active. Potency, µM (doses to about 80 µM), for inactives: top-dose activity change, negative = inhibition, most hits filed as inhibitors;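 further: potency means the concentration at half of the fitted maximal effect; 0% = enzyme with vehicle and -100% = no enzyme basal signal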
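Inhibition or activation of alpha-galactosidase in human spleen homogenate is scored by 4-MU fluorescence after 40 min at 37C, pH 5.0, with 1 mM substrate. AC50s come from concentration-response fitted to the Hill equation.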
Tau fibril FP – blocks human tau fibril formation measured by polarization; P10636; K18 P301L tau heparin fibrillization, Alexa594 FP, 6 h; Potency, µM (doses to about 57.7 µM), without a hit: at the top dose activity, negative = inhibition, hits mostly inhibitors; 0.39% of 280,000 active; AID 1468; further: potency means the concentration at half of the fitted maximal effect; on the % scale 0 is the no-effect control and ±100 the full control effect; nearly all actives have a fitted effect of over 55% in size
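Recombinant K18 P301L […], labeled with Alexa 594 at 0.24 uM over 15 uM unlabeled; heparin inducer 20 uM final; 37 C, 6 hr; FP endpoint.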
CBFb-RUNX1 inh – CBF-beta/RUNX1 interaction disruption | AlphaScreen CBFb-His/RUNX1-biotin binding, biochemical | Q01196+Q13951 | AID 1477 | 230,000 tested, under 10 active | Potency, µM (highest dose often 59.8 µM), inactives show top-dose activity, negative = inhibition, actives largely listed as inhibitors; further: % of control where 0% means no effect
Target sequence (Q01196 whole entry, looked up): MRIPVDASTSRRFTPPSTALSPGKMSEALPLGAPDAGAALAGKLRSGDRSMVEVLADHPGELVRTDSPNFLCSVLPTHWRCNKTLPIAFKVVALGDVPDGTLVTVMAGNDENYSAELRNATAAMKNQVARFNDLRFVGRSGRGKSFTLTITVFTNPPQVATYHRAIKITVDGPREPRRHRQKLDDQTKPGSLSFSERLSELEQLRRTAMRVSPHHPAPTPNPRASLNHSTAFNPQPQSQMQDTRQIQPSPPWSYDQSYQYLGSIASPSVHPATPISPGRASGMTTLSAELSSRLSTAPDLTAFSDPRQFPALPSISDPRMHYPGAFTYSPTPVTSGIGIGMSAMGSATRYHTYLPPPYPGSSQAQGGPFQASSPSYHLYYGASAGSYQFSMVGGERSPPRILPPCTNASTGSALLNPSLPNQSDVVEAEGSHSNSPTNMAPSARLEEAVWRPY
Target sequence (Q13951 whole entry, looked up): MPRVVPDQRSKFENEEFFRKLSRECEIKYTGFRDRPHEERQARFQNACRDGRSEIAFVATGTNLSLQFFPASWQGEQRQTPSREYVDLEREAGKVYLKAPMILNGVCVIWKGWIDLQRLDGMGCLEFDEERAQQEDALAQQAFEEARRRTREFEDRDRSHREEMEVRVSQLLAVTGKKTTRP
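Interaction loss through any mechanism counts as activity. Pre-formed complex of His-CBF-beta and biotin-RUNX1 (30 nM apiece) is incubated with compound 15 min, then with 50 ng nickel and 50 ng streptavidin beads for 90 min before AlphaScreen detection.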
TexasRed fluor – alters Texas Red total fluorescence, flagging assay interference; TRb/SRC2 Texas Red total fluorescence interference; Potency, µM (series often up to 106 µM), without a hit: at the top dose fluorescence change, negative = quenching; 0.29% of 280,000 active; AID 1479; active means well fitted curve in either direction with a large enough effect; inconclusive means small, poorly fitted or top-dose-only effect; further: potency means the concentration at half of the fitted maximal effect; on the % scale 0 is the no-effect control and ±100 the full control effect
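Human TRb ligand-binding domain at 0.6 uM with 20 nM Texas Red SRC2 peptide in Tris buffer containing 1 uM T3 and 5% DMSO, incubated with compound 5 h at ambient temperature. Total fluorescence (555/632 nm) calculated as parallel + 2 × perpendicular.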
The depositor's hits bear a star; ? = inconclusive; . = not tested or not shown; & = joins results of further samples; [ ] = dose if it differs, or a comment. Unless noted, the call rests on the fitted dose curve; in most records, active means well fitted curve in the direction sought with a large enough effect; inconclusive means small, poorly fitted or top-dose-only effect, or another doubt; inactive means no such curve, though single readings can be large; an effect the other way counts as inactive or inconclusive. Not all compounds are listed; the hit share may differ from the screen's.

Under each structure: Tau fluor cs, TRb SRC2 PPI, Epigenetic reg, NPSR antagonist, GLA spleen mod, Tau fibril FP, CBFb-RUNX1 inh, TexasRed fluor
1. CCCn1c(C)cc(C(=O)CSc2nc3ccccc3c(=O)n2Cc2ccco2)c1C
 : -23%, 8%[53 µM], -1.3%, -19%, -3%, -14%, -10%, -1%[53 µM]
2. CCOc1ccccc1C(=O)Nc1ccc(-n2nncc2C(C)(C)C)cc1
 : -6%, 1%, 0.0%, -20%, 1%, -3%, 14%, -2%
3. COc1ccccc1NC(=O)c1cnc(SCC(=O)N2CCOCC2)n(C)c1=O
 : 8%, 3%, ?, ., ., 0%, ., 0%
4. COc1cc(NC(=O)NC(C)c2c(-n3cccc3)sc3c2CCCC3)cc(OC)c1OC (stereo not given)
 : 3%, -4%, -2.4%, ., ., 7%, ., -2%
5. CS(=O)(=O)c1ccc(-c2nnn(CC(N)=O)n2)cc1
 : -1%, 2%, 1.1%, 3%, -12%, -1%, -8%, 2%
6. O=C1COc2cccnc2N1
 : -3%&-8%, -1%&1%, 0.0%&-1.0%, 2%[46.1 µM], 7%&-6%, -5%&-1%, 1%&7%, -1%&2%
7. O=c1c2sc3ccccc3c2n(Cc2ccc(F)cc2)c(=O)n1Cc1ccccc1
 : -1%, -26%[53 µM], -1.8%, ., ., -6%, ., ?
8. CCCCCNC(=O)CC1Nc2c3ccccc3nc(=S)n2C1=O (stereo not given)
 : -5%, -3%, -0.3%, 5%[46.1 µM], 4%, 1%, -1%, 1%
9. Cc1ccccc1Nc1oc(-c2ccccc2)nc1CCc1ccccc1
 : -15%, 6%, -1.1%, ., -5%, ?, -3%, -1%
10. COc1cc(C2C3C(=O)N(Cc4ccccc4)C(=O)C3ON2c2ccccc2)cc(OC)c1OC (stereo not given)
 : -6%, 1%, -0.4%, ?, -7%, 8%, -1%, -2%
11. Cc1cccc(CC(=O)N2CC(=O)Nc3ccc(F)cc3C2c2ccccc2)c1 (stereo not given)
 : -13%, -4%, 0.2%, ., ., 3%, ., 0%
12. CCC(C)(C(=O)NC1CCCC1)N(Cc1ccco1)C(=O)c1ccc2c(c1)OCO2 (stereo not given)
 : -8%, -5%, -1.1%, 0%[46.1 µM], 5%, -5%, -3%, 4%
13. Cc1csc(NC(=O)c2cccs2)n1
 : 0%, -2%, 6.5%, 3%[46.1 µM], -5%, -3%, 12%, -7%
14. Cc1cc(C(=O)Nc2ccc3c(c2)OCCO3)co1
 : -11%, 5%, -1.0%, 3%[46.1 µM], ?, -14%, -1%, -7%
15. O=C1CSc2ccc(C(=O)NCCC3=CCCCC3)cc2N1
 : 0%, -3%, 0.0%, -11%[46.1 µM], 5%, 4%, -2%, -3%
16. CC1CCN(CCOc2cccc(Br)c2)CC1
 : 2%, 3%, 0.0%, 16%, 2%, 0%, 4%, 1%
17. COC(=O)c1c(C)oc(C)c1S(=O)(=O)N1CCCCC1
 : -11%, 1%, -0.3%, -23%, 3%, -4%, 0%, -1%
18. Cc1nc2ccccc2c(=O)n1-c1ccc(NC(=O)c2ccccc2[N+](=O)[O-])cc1
 : -7%, 0%, 1.1%, ., ., -9%, ., 0%
19. COc1cc(NC(=O)c2c(C)nn(-c3ccc(F)cc3)c2-n2cccc2)cc(OC)c1
 : -4%, 17%, 1.3%, ., ., -1%, ., -1%
20. CCOC(=O)c1ccc(-n2cncn2)nc1
 : -18%, 7%, -1.1%, 4%[46.1 µM], -1%, -2%, 5%, 2%
21. Cc1nc2c(C)cccn2c1/C(O)=C1\C(=O)C(=O)N(CCN(C)C)C1c1ccccc1 (stereo not given)
 : 3%, 0%, -1.2%, 5%, -10%, -2%, -2%, -2%
22. Cn1nc(C(=O)NNC(=O)COc2ccccc2)c2ccccc2c1=O
 : -3%, 6%, 3.4%, 21%, 0%, -12%, -3%, 2%
23. CC(C)(C)NC(=O)c1ccc(COc2ccccc2Br)o1
 : -7%, 5%, 0.9%, -6%[46.1 µM], 7%, 9%, 2%, 2%
24. CCCCn1c(=S)[nH]c2ccccc2c1=O
 : 0%, -1%, 0.0%, -6%, -17%, -2%, 0%, 2%
25. O=C1OC(C(=O)Nc2cccc(Br)c2)Cc2ccccc21 (stereo not given)
 : -12%, -3%, 0.1%, ., ., -5%, ., -3%
26. O=C(NCCc1ccccc1)c1cnc2ccccn2c1=O
 : 1%, 1%, -1.1%, -3%[46.1 µM], ?, 3%, 1%, -1%
27. NS(=O)(=O)c1ccc(CNC(=S)NC2CCCCC2)cc1
 : -5%, -5%, -0.2%, 0%, 0%, -4%, 9%, -1%
28. CC(C)c1ccc(N(C(=O)c2csnn2)C(C(=O)NC(C)(C)C)c2cccnc2)cc1 (stereo not given)
 : -8%, 11%, 0.9%, -15%, -1%, 2%, -5%, 1%
29. O=C(COc1ccc(Cl)cc1)N1CCN(S(=O)(=O)c2ccc(Cl)cc2)CC1
 : -4%, -5%, 3.2%, -30%[46.1 µM], -7%, -11%, -1%, 1%
30. Cc1ccc(CN2C(=O)CCC2C(=O)NCc2ccccc2Cl)cc1 (stereo not given)
 : -8%, -3%, -4.0%, 6%, 5%, -5%, 4%, -3%
31. Cc1cc(/C=c2\sc3nc4ccccc4n3c2=O)c(C)n1-c1ccc(C(=O)O)cc1
 : -4%, 8%, -0.2%, -59%, 6%, -3%, -26%, -12%
32. OC(CSc1c(Cl)cccc1Cl)CN1CCN(c2ccccc2F)CC1 (stereo not given)
 : -17%, 9%, -0.9%, -14%[46.1 µM], 2%, 14%, 10%, 0%
33. CC(C)CCn1c(CN2CCN(Cc3ccccc3)CC2)nc2c1c(=O)[nH]c(=O)n2C
 : -2%, -3%, -1.9%, -12%[46.1 µM], 3%, -1%, -7%, 1%
34. CCn1nc(C)c(/C=N/NC(=O)Cn2nnnc2N)c1C
 : -6%, 6%, -2.4%, 8%, 6%, 6%, 2%, -1%
35. CC(C)(C)NC(=O)C(OC(=O)c1cccs1)c1ccc(C#N)cc1 (stereo not given)
 : 17%, -3%, 2.4%, 0%, -7%, 5%, 0%, -2%
36. O=C(Nc1ccc2nc(-c3ccco3)c(-c3ccco3)nc2c1)NC1CC1
 : 13µM*[quencher], 11%, 0.0%, 2%[46.1 µM], -3%, ?, ., 35µM*[quencher]
37. COc1ccc(N2CCN(C(=O)CSc3nc4ccccc4nc3Cc3ccc(Cl)cc3)CC2)cc1
 : ?, 4%, -2.8%, ., ., -4%, ., 0%
38. CC(C)C1S/C(=N/N=C/c2ccco2)NC1=O (stereo not given)
 : -7%, -3%, 2.3%, -9%[46.1 µM], 7%, -6%, 3%, 0%
39. CCCCN(CC)C(=O)c1cc2cc3ccc(OC)cc3nc2o1
 : -6%, -6%, -2.1%, -26%[46.1 µM], ?, 7%, 10%, 0%
40. NC(=O)CSc1oc(-c2ccc(F)cc2)nc1S(=O)(=O)c1ccccc1
 : -5%, 9%, 0.0%, -6%[46.1 µM], -6%, -6%, 4%, -6%
41. CCn1c(SCc2nc3ccccc3c(=O)[nH]2)nnc1C(C)NC(=O)c1ccccc1F (stereo not given)
 : -4%, -5%, 0.1%, 1%, 0%, 5%, 8%, 0%
42. N#CC(=C=[N-])c1nc2ccccc2nc1-[n+]1ccccc1
 : -18%&-12%, 2%&2%, 1.3%&-1.0%, 4%, 11%&3%, -4%&8%, -3%&1%, -3%&-1%
43. Cc1onc(-c2ccccc2Cl)c1C(=O)Nc1sc2c(c1C(N)=O)CCC(C)C2 (stereo not given)
 : ?, -2%, 4.0%, -15%[46.1 µM], -2%, -12%, -8%, -1%
44. Cc1ccc2occ(CC(=O)Nc3ccc(S(N)(=O)=O)cc3)c2c1
 : -6%, -16%[53 µM], 5.8%, ., ., -6%, ., ?
45. CCOC(=O)c1nc(N2CCN(c3ccc(F)cc3)CC2)c2c(C)noc2n1
 : -2%, -1%, 0.0%, ., ., -1%, ., -2%
46. CCOc1ccc(CCNC(=O)Cn2nc(-c3ccc(C)cc3)ccc2=O)cc1OCC
 : -6%, 2%, 0.4%, ., ., 15%, ., -2%
47. Cc1cc(C(F)F)n2ncc(C(=O)NCCc3ccccc3Cl)c2n1
 : -9%, -5%, 1.6%, -21%[46.1 µM], 1%, 5%, 6%, -2%
48. O=C(O)c1cc(-c2ccc(Cl)s2)nc2ccccc12
 : -6%, 2%, -0.2%, 6.3µM*, ?, 5%, 5%, 3%
49. CCOC(=O)C(C)Sc1nc(-c2ccco2)cc(C(F)(F)F)c1C#N (stereo not given)
 : -25%, 6%, 2.4%, ?, -8%, 2%, 21%, -1%
50. CSc1cccc(NS(=O)(=O)c2ccc(C(C)=O)cc2)c1
 : -16%, 0%, 1.5%, -9%, 6%, -12%, 1%, -4%
51. Cc1ccccc1CN1C(=O)C(O)(CC(=O)c2ccccc2)c2cc(Cl)ccc21 (stereo not given)
 : -22%, 5%, 1.9%, ., ., -3%, ., 1%
52. COC(=O)[C@H](CCSC)NS(=O)(=O)c1ccccc1Br
 : 10%, 5%, 0.0%, 7%, -1%, -1%, 7%, 0%
53. CCOC(=O)c1c(NC(=O)C2=C(C)NC(=S)NC2c2ccc(CC)cc2)sc(C)c1C (stereo not given)
 : -12%, -4%, 0.0%, -28%, 1%, -5%, 1%, 0%
54. Cn1c(=O)oc2cc(S(=O)(=O)N3CCOCC3)ccc21
 : 5%, -11%, -0.7%, -3%[46.1 µM], 19%, 0%, -1%, -2%
55. NC(=O)c1ccc(NC(=O)COC(=O)C2(c3ccccc3F)CCCC2)cc1
 : -20%, 3%, -3.5%, -18%, 5%, -11%, -6%, -2%
56. O=C1CCc2cc(S(=O)(=O)N3CCC(C(=O)Nc4nccs4)CC3)ccc2N1
 : -7%, -1%, -1.0%, 11%, 5%, 0%, 0%, -1%
57. COc1ccc(NC(=O)CSCc2cnn(-c3ccccc3)c2-n2cccc2)cc1
 : -10%, 2%, ?, ., ., -10%, ., 1%
58. O=C(c1cnc(N2CCCCC2)c2ccccc12)N1CCN(c2ccccc2F)CC1
 : -5%, 1%, 0.8%, ., ., 0%, ., -3%
59. CCOC(=O)c1c(C)[nH]c(C)c1S(=O)(=O)N1CCCC(C(=O)Nc2cc(C)ccc2C)C1 (stereo not given)
 : -14%, 6%, -3.5%, ., ., -5%, ., -2%
